IDE cell inh – human IDE inhibitors in live cells, primary screen, fluorescence polarization, HEK cells, FAbetaB substrate; FAbetaB cleavage; Insulin-degrading enzyme (Homo sapiens), P14735; inhibition, % at 5.59 µM; actives 0.41% (n = 320,000);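 active means percent inhibition above the average of all tested compounds plus 3 SD, set per screening campaign, cut at about 16% in these data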;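 further: IDE supplied by intact live HEK cells; FP after avidin binding of uncleaved biotin substrate so inhibition keeps polarization high; 0% = DMSO wells and 100% = 60 µM reference IDE inhibitor Ii1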
Target sequence (P14735 whole entry, looked up): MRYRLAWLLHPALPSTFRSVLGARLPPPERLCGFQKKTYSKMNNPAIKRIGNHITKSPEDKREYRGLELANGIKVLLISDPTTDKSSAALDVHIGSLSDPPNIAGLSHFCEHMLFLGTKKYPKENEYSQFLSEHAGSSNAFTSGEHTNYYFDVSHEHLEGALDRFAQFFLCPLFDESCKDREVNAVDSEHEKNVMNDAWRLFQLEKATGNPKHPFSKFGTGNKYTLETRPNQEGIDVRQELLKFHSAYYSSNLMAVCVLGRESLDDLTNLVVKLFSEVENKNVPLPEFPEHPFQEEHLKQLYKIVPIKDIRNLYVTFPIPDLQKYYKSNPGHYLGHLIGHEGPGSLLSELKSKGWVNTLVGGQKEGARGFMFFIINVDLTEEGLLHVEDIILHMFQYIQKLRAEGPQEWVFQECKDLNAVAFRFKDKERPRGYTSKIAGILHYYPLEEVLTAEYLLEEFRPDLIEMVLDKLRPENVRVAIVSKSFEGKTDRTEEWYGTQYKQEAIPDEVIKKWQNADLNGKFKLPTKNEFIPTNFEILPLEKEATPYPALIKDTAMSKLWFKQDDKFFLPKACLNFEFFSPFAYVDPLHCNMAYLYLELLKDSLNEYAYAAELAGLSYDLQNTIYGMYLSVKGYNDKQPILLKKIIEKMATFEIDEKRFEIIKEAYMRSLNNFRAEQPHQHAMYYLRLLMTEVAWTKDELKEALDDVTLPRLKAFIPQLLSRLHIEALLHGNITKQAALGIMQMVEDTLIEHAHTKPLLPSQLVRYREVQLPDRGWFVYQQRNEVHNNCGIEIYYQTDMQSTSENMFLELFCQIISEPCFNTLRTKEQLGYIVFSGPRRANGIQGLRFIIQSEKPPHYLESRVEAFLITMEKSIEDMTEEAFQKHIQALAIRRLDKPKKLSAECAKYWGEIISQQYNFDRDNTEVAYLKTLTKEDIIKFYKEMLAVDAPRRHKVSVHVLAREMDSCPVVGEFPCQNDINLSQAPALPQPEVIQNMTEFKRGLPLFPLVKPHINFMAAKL
p-CIP stab down – p/CIP-EGFP fusion destabilizers, primary screen, fluorescence, F442A cells. 16 h. Q05BA5. AID 1984, 2009. decrease of EGFP signal, % at 10 µM. actives 0.01% (n = 290,000);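 active means EGFP signal decrease of at least 30% at 10 µM or well 3 SD below plate mean, unless failing retest; inactive means the rest, including hits failing retest or dose response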; further: some compounds called inactive have numbers as strong as hits; many of its hits are not listed in these tables
GalR3 antag – GalR3 antagonists in HEK293 cells, primary screen, cell-based, fluorescence readout; AID 651719, 2012; actives 0.44% (n = 360,000); Galanin receptor type 3 (Homo sapiens), O60755; HEK293 GalR3-CNG cAMP membrane potential fluorescence; galR3 body fused to GalR1 C-terminus; inhibition, % at 3 µM;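 active means inhibition above the screen-wide average plus 3 SD, cut at about 13% in these data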;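 further: forskolin and galanin both at EC90 stimulate the cells; cAMP rise reported by CNG channel membrane potential dye signal; 0% = forskolin plus galanin with DMSO and 100% = forskolin alone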
HCV NS3 hel inh – inhibitors of HCV NS3 helicase, primary screen, biochemical, Cy5 molecular beacon fluorescence; Hepatitis C virus NS3 helicase; NS3 helicase DNA unwinding; inhibition, % at 10.9 µM; actives 0.56% (n = 290,000);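 active means inhibition above the mean of all tested compounds plus 3 SD, set per campaign, cut at about 35% in these data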;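 further: 0% = DMSO wells and 100% = thioflavine S control wells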
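System: HCV NS3 helicase fragment; control set: DMSO and thioflavine S; technique: Cy5 fluorescence at 0 and 60 min, beacon hairpin quenching; reagent: beacon DNA duplex substrate plus ATP; replicates: singlicate; schedule: 1 h reaction at 25 °C, ATP-initiated; medium: MOPS buffer pH 6.5 with MgCl2, DTT, Tween20, BSA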
IDE cell activ – human IDE activators in live cells, primary screen, fluorescence polarization, HEK cells, FAbeta-B substrate; activation, % at 5.96 µM; actives 0.073% (n = 340,000); Insulin-degrading enzyme (Homo sapiens), P14735; FAbeta-B cleavage; 0% vehicle, 100% cell-free pure enzyme wells; AID 493087, 2011;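 active means activation above the mean of all tested compounds plus 3 SD, set per screening campaign, cut at about 17% in these data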
VIM-2 inh – VIM-2 metallo-beta-lactamase inhibitors, primary screen, biochemical, epi-absorbance readout, Pseudomonas aeruginosa enzyme. purified VIM-2, nitrocefin hydrolysis, epi-absorbance fluorescence. inhibition, % at 5.6 µM. actives 0.89% (n = 290,000);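 active means inhibition above the mean of all tested compounds plus 3 SD, cutoff set per screening run, cut at about 7.5% in these data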;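 further: red hydrolysis product quenches plate fluorescence so inhibitors raise well fluorescence; 0% = enzyme with DMSO and 100% = DMSO without enzyme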
CRFR2-BP antag – antagonists of CRF-BP/CRF-R2 complex, primary screen, cell-based, HEK293, calcium dye fluorescence, uHTS; CRF-induced calcium fluorescence; inhibition, % at 11.8 µM; actives 0.59% (n = 350,000);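 active means inhibition of the ligand-induced calcium signal above about 50% at the single tested concentration, limit read from the data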
IMP-1 inhibitor – IMP-1 metallo-beta-lactamase inhibitors, primary screen, biochemical, epi-absorbance readout, Pseudomonas aeruginosa enzyme. metallo-beta-lactamase IMP-1 (Pseudomonas aeruginosa). purified IMP-1, nitrocefin hydrolysis, epi-absorbance fluorescence. inhibition, % at 5.6 µM. actives 0.45% (n = 290,000). AID 1556, 2009;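 active means inhibition above the mean plus 3 SD of all compounds in the same screening run, cut at about 4.5% in these data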;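 further: 0% = IMP-1 with DMSO and 100% = DMSO wells lacking enzyme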
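system = purified recombinant IMP-1 beta-lactamase | amount = 0.2 nM IMP-1, as dispensed | medium = HEPES buffer pH 7.1 with ZnSO4 and Brij 35 | times = 25 °C, 15 min preincubation, 25 min reaction | detection = plate fluorescence quenching by hydrolysis product, ex 480/em 530 nm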
SUMO HTRF inh – inhibitors of in vitro SUMOylation cascade, primary screen, biochemical, HTRF, uHTS | SUMO-conjugating enzyme UBC9 (Homo sapiens), P63279 | HTRF SUMOylation assay, SAE1/SAE2 + UBC9 | inhibition, % at 35 µM | actives 0.36% (n = 290,000); in the data active means inhibition above about 50%, passing the limit was not always enough; further: strong numbers were not always called active
An asterisk follows results filed as active; nt = not tested or not shown.

IDE cell inh	p-CIP stab down	GalR3 antag	HCV NS3 hel inh	IDE cell activ	VIM-2 inh	CRFR2-BP antag	IMP-1 inhibitor	SUMO HTRF inh	smiles
1	-4	-9	5	0	-0.9	-3	-2.7	0	COCCn1c(SCC(=O)N2CCOCC2)nnc1-c1ccco1
5	-7	-15	-8	-4	5.0	-2	-3.3	19	Brc1ccsc1-c1csc(-c2ccncc2)n1
8	2	0	-3	2	-0.8	3	-1.6	0	O=C(COC(=O)C1CC2C=CC1C2)NCc1ccccc1Cl (centres undefined)
11	-5	1	-4	-8	-2.0	-1	-3.9	3	C=CCSc1nc(N)c(C(=O)Nc2ccccc2C)cc1C(N)=O
3	-11	-8	0	7	-0.2	-5	-1.7	0	CC(=O)Nc1ccc(NC(=O)C(C)OC(=O)CCc2nc3ccccc3s2)cc1 (centres undefined)
1	-2	-5	-12	3	0.5	-12	-1.2	-9	Cc1ccc(C(=O)Nc2ccccc2N2CCCCC2)o1
-2	-39	-3	0	1	-3.7	16	-2.8	-22	CCOC(=O)c1cc(Sc2ccccc2N)cc(C(=O)OCC)n1
-5	-16	-12	-2	3	-1.8	3	-1.3	5	CSc1ccc(CN(C)C(C)C(=O)NCC2CCCCC2)cc1 (centres undefined)
-1	-4	-8	0	3	1.1	7	-0.1	11	Cc1ccc(CNC(=O)Nc2ccccc2)n1C
0	-3	-1	0	4	-0.4	-4	0.4	14	COc1ccc(N2C(=O)c3ccccc3NC2c2ccc(NC(C)=O)cc2)c(OC)c1 (centres undefined)
1	-13	-4	-1	1	-3.1	-4	-3.5	17	CC(C)S(=O)(=O)c1cnc(-c2cccnc2)nc1N
4	-12	-5	5	6	-3.8	17	-3.8	11	Cc1cc(C)n2nc(C(=O)NC(C)(C)C)nc2n1
3	nt	-3	nt	2	nt	-11	nt	nt	CC1(C)Cc2cccc(OCC(=O)N3CCN(c4cccc(C(F)(F)F)c4)CC3)c2O1
2	-10	-2	19	4	-0.7	9	-0.1	15	COc1ccc(S(=O)(=O)N2CCCCC2)cc1NS(=O)(=O)c1cc(Cl)ccc1Cl
1	-9	-3	7	-5	-2.2	-2	-1.6	-5	COc1ccc(S(=O)(=O)n2nc(OC(C)=O)cc2N)cc1
7	-17	-5	16	-4	2.6	5	0.0	12	CCCCN1C=C(C(=O)OC)C(c2ccccc2C(F)(F)F)C(C(=O)OC)=C1
8	-13	-3	16	5	-1.4	-3	-1.4	17	CC1CCN(Cc2nc(-c3ccc(Cl)cc3)no2)CC1
-2	-15	-3	-11	2	-2.5	1	-2.3	-5	Cc1ccc(CN(C)C(=O)c2ccccc2Sc2ccccc2C#N)cc1
-1	5	3	-4	1	-1.0	68*	-2.5	10	COc1ccccc1-c1c(C)nn2c(N3CCN(c4ccccc4OC)CC3)cc(C)nc12
-1	-6	-2	0	1	-2.2	-8	-2.7	2	CC(=O)N/C(=C\c1ccccc1)C(=O)OCCCOC(=O)/C(=C/c1ccccc1)NC(C)=O
1	-9	-2	5	4	-4.7	-12	-1.6	-3	Nc1nc(CN2CCCCCC2)nc(Nc2ccc(F)cc2)n1
5	4	-4	-4	3	1.8	4	0.1	0	CNc1nc(C)c(C(=O)OCC(=O)OC)s1
1	nt	-4	nt	5	nt	1	nt	nt	COc1ccc(/[N+]([O-])=C/c2ccco2)cc1
-3	-20	-1	-10	-3	-5.3	9	-2.5	-3	O=c1oc2ccccc2cc1-c1ccc(O)cc1O
2	-9	-3	9	0	-2.2	-6	-4.7	14	O=C(O)C(=O)/C(=C\c1cccc(Cl)c1)c1ccc2ccccc2n1
10	-3	-3	0	2	-2.4	15	-2.2	-21	COc1ccc(OC)c(NC(=O)CSC2=NCCS2)c1
1	-11	-2	20	-2	1.3	-1	-1.6	-1	CCCCOc1cccc(C2C(C(=O)c3cccs3)=C(O)C(=O)N2Cc2cccnc2)c1 (centres undefined)
8	nt	-5	nt	-18	nt	22	nt	nt	Cc1cc(S(=O)(=O)c2ccc([N+](=O)[O-])cn2)ccc1Br
0	-2	-2	2	6	-0.8	2	-2.2	-3	Cc1nnc(NC(=O)CN2CC(C)OC(C)C2)s1 (centres undefined)
-2	-1	-2	-3	6	-3.2	4	-2.9	-5	CC1(C(=O)O)CC(C)(C(=O)O)CC(C)(C(=O)O)C1 (centres undefined)
nt	-12	-9	-1	2	-5.9	4	-2.4	-7	CCCCNC(=O)[C@@H]1CSC2c3ccccc3C(=O)N21 (some centres undefined)
5	1	-1	5	1	-3.6	-8	-3.9	12	COc1ccc(CN2CCNC(=O)C2CC(=O)N(C)CCc2cnn(C)c2)c(F)c1 (centres undefined)
1	-20	5	2	4	1.4	10	-1.9	-6	CN(c1cccc(NC(=O)c2ccccc2N(C)S(=O)(=O)c2ccccc2)c1)S(C)(=O)=O
4	-2	-7	-17	6	-1.6	-9	-2.8	25	CCCN1C[C@H](CSC)C[C@@H]2c3cccc4[nH]cc(c34)C[C@H]21
3	8	-5	12	0	-0.7	5	-3.1	-12	Cc1cccc(NC(=S)N(CCCN2CCOCC2)C(C)c2cc3ccccc3o2)c1C (centres undefined)
0	-24	-8	-3	6	-1.4	-6	-1.6	-1	COc1ccccc1NS(=O)(=O)c1cccc2cccnc12
-2	nt	-2	nt	3	nt	-6	nt	nt	CC(NCC(=O)Nc1ccccc1C(=O)NC1CC1)c1ccc(S(N)(=O)=O)cc1 (centres undefined)
1	-4	-1	-2	1	-1.2	-3	-4.8	22	CCc1ccc(-n2c(CSc3nnnn3-c3ccccc3)nc3ccccc3c2=O)cc1
4	nt	-6	nt	1	nt	-9	nt	nt	COc1nc(-c2ccccc2)c2cc(Br)ccc2n1
3	12	-5	0	6	-0.4	-19	0.0	-8	COC(=O)c1cccc(NC(=O)c2nn(C(C)C)c(=O)c3ccccc23)c1
7	8	-7	5	5	-3.3	9	0.4	-9	O=C(NNC1=NCCC1)c1cccc(S(=O)(=O)N2CCOCC2)c1
-2	-3	2	-4	0	-2.6	10	-0.1	4	O=c1c2ccccc2ncn1/N=C/c1ccccc1
0	5	-5	10	4	0.4	-23	-0.5	-3	COc1ccc(-c2cc3ccccc3oc2=O)cc1NC(=S)NC(=O)c1ccc2c(c1)OCCO2
-1	-14	0	14	1	-1.9	1	-5.7	-7	CC12CCC(C(=O)NCc3cccnc3)(OC1=O)C2(C)C (centres undefined)
3	0	0	0	3	-1.7	14	-2.8	8	Cc1nn(Cc2ccccc2)c(C)c1NC(=O)CSc1nc(C2CC2)nc2c1cnn2-c1ccccc1
-1	-31	5	27	0	0.6	-10	-0.6	27	CCOC(=O)N(Cc1ccccc1)C(C(=O)O)C(C(=O)O)N(Cc1ccccc1)C(=O)OCC (centres undefined)
-1	4	-4	-3	4	0.5	7	-2.9	2	FC(F)(F)c1cnc(Sc2ncn[nH]2)c(Cl)c1
0	1	-4	10	5	-2.9	9	-1.7	4	COc1cccc(C(=O)NC2CCCC2)c1
1	-5	-1	16	-3	-1.8	-18	-2.2	9	C/C(CC(=O)NCCCN1CCOCC1)=N\NC(=O)COc1ccc(C)cc1
-2	-15	-7	37*	-2	-2.5	18	-3.9	-4	CCOC(=O)C1=C(C)NC(C)=C(C(=O)OC)C1c1ccco1 (centres undefined)

Additional entries follow:
IDE cell inh	p-CIP stab down	GalR3 antag	HCV NS3 hel inh	IDE cell activ	VIM-2 inh	CRFR2-BP antag	IMP-1 inhibitor	SUMO HTRF inh	smiles
-2	-6	-5	1	1	-1.8	6	-2.6	9	O=c1c2ccccc2nnn1CSc1nnc2ccccn12
4	5	0	-4	-2	-1.5	4	-2.0	0	COC(=O)c1cccc(S(=O)(=O)N2CCOCC2)c1
4	4	-1	6	2	-1.2	-1	-2.6	-5	Cc1cc2ncn(CC(O)COc3cccc(C(=O)O)c3)c2cc1C (centres undefined)
3	3	-6	6	2	-1.7	-3	-2.0	-5	CC(C)CNS(=O)(=O)c1cc(C(=O)OCC(=O)N(C)C2CCS(=O)(=O)C2)c(Cl)cc1Cl (centres undefined)
4	4	1	1	3	-4.8	-22	-2.9	-5	Cc1ccc(C)c(NC(=O)c2ccccn2)c1
-3	4	-1	-3	-9	-0.5	-8	-3.7	1	COc1cc(C2C(C#N)=C(N)Oc3n[nH]c(-c4ccncc4)c32)cc(OC)c1OC (centres undefined)
-2	-11	-5	5	3	-0.4	-3	-2.4	17	Cc1ccccc1-n1nnnc1SCC(=O)N(C)C1CCS(=O)(=O)C1 (centres undefined)
2	1	-8	15	5	0.3	-11	-2.3	-5	CNC(=O)COc1coc(CN2CCN(Cc3ccccc3)CC2)cc1=O
-3	-1	-4	-3	-2	1.3	2	0.0	-18	COCCN(C(=O)c1ccccc1)c1nnc(-c2cccnc2)s1
-7	-10	-4	-10	7	-1.3	-2	-1.8	9	C=CCc1cccc(/C=N/NC(=O)CNc2ccccc2)c1O
4	nt	-3	0	8	-3.5	-4	-0.2	nt	CS(=O)(=O)N(CC(=O)N1CCCCC1)c1sc2c(c1C#N)CCCC2
7	-1	-9	14	0	-0.9	3	-4.2	-8	COCCCNc1nc(N)c([N+](=O)[O-])c(N2CCCCCC2)n1
3	-5	-5	-6	-2	-0.5	-20	-1.4	3	COc1ccc(/C=N/Nc2ccc([N+](=O)[O-])cc2)cc1O
-3	-5	-1	0	0	-3.6	-31	-1.9	7	CC(C)NCCOCCSc1ccc(Cl)cc1
1	-7	6	-11	8	1.7	-8	-0.8	27	COc1cc(/C=C/C(=O)NCCc2ccc(S(N)(=O)=O)cc2)ccc1OCC#N

Compound profiles, as listed above. Values in the order: IDE cell inh	p-CIP stab down	GalR3 antag	HCV NS3 hel inh	IDE cell activ	VIM-2 inh	CRFR2-BP antag	IMP-1 inhibitor	SUMO HTRF inh
COc1ccc(/C=N/Nc2ccc([N+](=O)[O-])cc2)cc1O is listed as 3	-5	-5	-6	-2	-0.5	-20	-1.4	3
COCCCNc1nc(N)c([N+](=O)[O-])c(N2CCCCCC2)n1 is listed as 7	-1	-9	14	0	-0.9	3	-4.2	-8

3 compounds out of the list, sorted by number of heavy atoms, high to low.
IDE cell inh	p-CIP stab down	GalR3 antag	HCV NS3 hel inh	IDE cell activ	VIM-2 inh	CRFR2-BP antag	IMP-1 inhibitor	SUMO HTRF inh	smiles
-3	4	-1	-3	-9	-0.5	-8	-3.7	1	COc1cc(C2C(C#N)=C(N)Oc3n[nH]c(-c4ccncc4)c32)cc(OC)c1OC (centres undefined)
-2	-6	-5	1	1	-1.8	6	-2.6	9	O=c1c2ccccc2nnn1CSc1nnc2ccccn12
-3	-5	-1	0	0	-3.6	-31	-1.9	7	CC(C)NCCOCCSc1ccc(Cl)cc1

Source: PubChem (several laboratories)
